Source: PubChem
HIF-2a inh – HIF-2a reporter inhibitors, primary screen, luminescence, 786-0 RCC cells | 786-0 RCC cells HIF-2a reporter, luciferase luminescence, overnight | inhibition, % at 18.8 µM | hit rate 0.72% among 360,000 | AID 624352, 2012;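 active means inhibition of the luminescence signal of 40% or more relative to plate controls, in a single-dose primary screen at 18.75 µM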
KKLEB cytotox – cytotoxicity in KKLEB CF airway cells, primary screen, cytotoxicity control for CF NF-kB inhibitor project, cell-based, uHTS, fluorescence assay plates. KKLEB CF airway cells viability, ATPlite luminescence, overnight; stronger effect = lower value; cells stimulated with P. aeruginosa culture filtrate. activity change (cytotoxicity), % at 5 µM. hit rate 0.36% among 360,000. AID 602141, 2011;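 active means corrected activity change at or below -50% at 5 µM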
CF NFkB inh – inhibitors of PAF-induced NF-kB signaling, primary screen, cell-based, GFP fluorescence, uHTS. inhibition, % at 5 µM. hit rate 0.86% among 360,000. KKLEB NF-kB-GFP reporter, GFP fluorescence overnight;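 active means at least 50% inhibition at 5 µM, scaled per plate between neutral and stimulator controls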;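 further: PAF is a Pseudomonas aeruginosa culture filtrate used as stimulus; plate controls were PAF-stimulated DMSO wells for no effect and unstimulated DMSO wells for full effect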
iPSC survival up – enhancers of single-cell hiPSC survival, primary screen, ATPlite luminescence. 100% = ROCK inhibitor wells, 0% = DMSO. survival enhancement, % at 20 µM. hit rate 0.044% among 360,000. AID 602274, 2012; in the data active means survival enhancement above about 18%;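 further: cells exposed to compounds for 16 hours before the ATP read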
TWEAK-Fn14 inh – inhibitors of TWEAK-Fn14 signaling, primary screen, luciferase reporter cells, uHTS | TWEAK-stimulated Fn14 reporter cells, luciferase luminescence, 8 h | inhibition, % at 10 µM | hit rate 2% among 360,000 | AID 1159606, 2016; in the data active means inhibition above about 50%
aDG glyco act – activators of alpha-DG glycosylation, primary screen, uHTS, Pro5-aDG cells, AlphaScreen | alpha-DG glycosylation AlphaScreen (IIH6); 0% Pro5, 100% B10-LARGE cell signal | activation, % at 10 µM | hit rate 0.22% among 360,000 | AID 624168, 2012;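 active means activation of at least 8% versus controls, or a plate z-score of at least 8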;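 further: Pro5 are CHO cells carrying HIG-tagged alpha-DG that lacks glycosylation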
NR2E3 ag-1 – NR2E3 agonists in two-hybrid cells, primary screen, cell-based, luminescence, CHO-S, Gal4-NCOR/VP16-NR2E3; luciferase; inhibition of corepressor binding, % at 3.98 µM; hit rate 0.35% among 360,000; AID 602229, 2012;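 active means inhibition above the mean of all tested compounds plus 3 SD, cut at about 70% in these data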;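 further: 0% = DMSO with NR2E3 transfected cells and 100% = cells lacking NR2E3 construct; higher means lower luciferase signal from less NR2E3 corepressor binding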
Target sequence (Q9Y5X4 whole entry, looked up, the tested form may be a part): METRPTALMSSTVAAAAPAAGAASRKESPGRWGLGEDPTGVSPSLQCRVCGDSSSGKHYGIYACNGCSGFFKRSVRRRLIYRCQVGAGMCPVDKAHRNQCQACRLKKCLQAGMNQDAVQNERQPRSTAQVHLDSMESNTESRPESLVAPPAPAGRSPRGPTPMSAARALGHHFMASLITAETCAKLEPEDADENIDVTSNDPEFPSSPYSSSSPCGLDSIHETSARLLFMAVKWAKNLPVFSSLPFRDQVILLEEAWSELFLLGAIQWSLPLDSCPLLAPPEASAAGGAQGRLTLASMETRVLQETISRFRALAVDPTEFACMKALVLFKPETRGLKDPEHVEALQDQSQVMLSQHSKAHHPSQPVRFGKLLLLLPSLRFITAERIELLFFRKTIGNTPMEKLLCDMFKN
NR2E3 ag-2 – inhibitors of NR2E3-RetCOR corepressor binding, primary screen, NR2E3 agonist project, biochemical, TR-FRET, GST-NR2E3, biotin-RetCOR; Photoreceptor-specific nuclear receptor (Homo sapiens), Q9Y5X4; 1536-well; inhibition of corepressor binding, % at 4.78 µM; hit rate 0.12% among 320,000; AID 2300, 2010;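 active means percent inhibition above the cutoff of mean plus 3 SD of all tested compounds, set per screening campaign, cut at about 20% in these data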;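 further: 0% = DMSO wells and 100% = biotin wells as full block of FRET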
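Test system – NR2E3–RetCOR corepressor complex · Quantity – NR2E3 fusion 1.35 nM · Buffer or medium – Tris pH 7.5 · Incubation – Compound–protein incubation for 5 h at 4 °C · Technique – TR-FRET, Eu(K)-anti-GST donor, streptavidin-D2 acceptor, ex 340, em 617/671 nm · Evaluation – percent inhibition of 671/617 nm emission ratio versus biotin and DMSO controls · Plate – 1536-well format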
Peg3 prom inh – Peg3 promoter-driven luciferase inhibitors, primary screen, cell-based, HeLa, luciferase luminescence; HeLa PEG-Prom luciferase reporter, overnight; inhibition, % at 20 µM; hit rate 1.7% among 360,000; AID 588405, 2011;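 active means inhibition of at least 50% at 20 µM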
Shn3 inh set2 – reduction of Shn3 3'UTR firefly luciferase signal, primary screen, Schnurri-3 inhibitor project, cell-based, Clone20 osteoblasts, set 2; hit rate 0.52% among 360,000; Clone20 osteoblast Shn3 3'UTR firefly luciferase, 24 h; inhibition, % at 12.5 µM;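 active means mean inhibition of at least 75% with every replicate also reaching 75%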;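 further: 0% = median of neutral control wells and 100% = pilot-screen positive control compound; some compounds past the cut are filed as inactive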
TRPM1 prom inh – inhibitors of MITF-dependent TRPM1 promoter reporter, primary screen, cell-based, SK-MEL-5, single point, luciferase; hit rate 0.83% among 330,000; SK-MEL-5 TRPM1 promoter luciferase, 24 h; inhibition, % at 12.5 µM; AID 488899, 2010;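 active means mean inhibition across replicates of 60% or more, whatever share of single replicates reaches that level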; further: values of inactives mirror those of a sister screen read the other way
An asterisk follows results filed as active; · = not tested or not shown.

SMILES | HIF-2a inh | KKLEB cytotox | CF NFkB inh | iPSC survival up | TWEAK-Fn14 inh | aDG glyco act | NR2E3 ag-1 | NR2E3 ag-2 | Peg3 prom inh | Shn3 inh set2 | TRPM1 prom inh
CCCn1c(SCC(=O)NCC(=O)Nc2ccc(F)c(F)c2F)nc2ccccc2c1=O | 9 | 4 | 4 | 1.4 | -3 | 1.3 | 9 | 3 | 12 | 9 | 11
CCCn1cc(S(=O)(=O)c2ccc(OC)cc2)c(=O)c2cc(OC)ccc21 | 12 | 4 | -4 | 0.8 | 5 | 0.0 | 2 | 4 | 9 | -7 | -11
CCC1CN(C(=O)N2CCC(C(=O)NCc3ccco3)CC2)c2cc(C)ccc2O1 (centres undefined) | 6 | -4 | -2 | 1.5 | -14 | 0.0 | 4 | 0 | 19 | 17 | 7
CCC(C)C(NC=C1C(=O)OC(C)(C)OC1=O)C(=O)O (centres undefined) | 1 | -1 | -2 | -0.4 | 5 | 0.5 | 15 | 4 | 24 | 1 | 0
Cc1ccc(C)c(N2N=C(C(=O)OCc3nnc(-c4ccccc4)o3)CCC2=O)c1 | -20 | 20 | -16 | 0.2 | -11 | 0.0 | -10 | 1 | -44 | -20 | -4
Cc1cc(C)c(OCCCCN(C)C)c(Br)c1 | 15 | -1 | 3 | -0.3 | -5 | 0.2 | -44 | -3 | 7 | -25 | -1
COc1cccc(-c2cnc(C(O)c3ccc(F)c(C)c3)[nH]2)c1 (centres undefined) | -53 | -6 | 15 | -3.7 | 3 | -0.1 | -43 | · | 3 | 8 | ·
O=C(N/N=C/c1cc(Cl)ccc1O)c1ccc(Br)cc1 | -44 | -31 | 57* | -1.2 | -1 | 0.9 | -4 | 2 | 45 | 81 | 40
COc1ccc(CCOC(=O)c2cccc(NC(C)=O)c2)cc1 | -31 | 0 | -22 | -0.2 | -16 | 0.6 | -56 | 1 | -187 | -4 | -23
COc1ccc(Cc2nnc(NS(=O)(=O)Cc3ccccc3)s2)cc1 | 10 | 9 | -9 | 1.1 | 4 | -0.1 | 14 | -1 | 10 | 12 | -12
NC(=O)c1c(NC(=O)CCCn2cnc([N+](=O)[O-])n2)sc2c1CCCC2 | 5 | 10 | 10 | -0.8 | 10 | 0.0 | -7 | 2 | 3 | 7 | 12
O=[N+]([O-])c1ccc(N2CCN(c3ccccc3)CC2)cc1 | -114 | 1 | -6 | -0.1 | -30 | 0.1 | -21 | -1 | -56 | -62 | -35
C=CCn1c(SCC(=O)NC2CC2)nnc1-c1cccs1 | 0 | 2 | -3 | -0.4 | 24 | -0.1 | 18 | 3 | -2 | 10 | -1
COc1ccccc1NC(=O)N(C)C[C@H]1OCc2cnnn2CCCC(=O)N([C@@H](C)CO)C[C@H]1C | 2 | 2 | 7 | -0.2 | -7 | -0.2 | -14 | · | 12 | -8 | ·
O=C(Nc1ccccc1)c1nc[nH]c1C(=O)NCCNC(=O)c1[nH]cnc1C(=O)Nc1ccccc1 | -5 | -11 | 66* | -0.1 | 17 | -0.5 | -12 | · | 41 | 13 | 14
O=C(CSc1nnc(COc2ccccc2Cl)o1)Nc1ccccc1 | -7 | 4 | 8 | 2.8 | -1 | 0.0 | -31 | 1 | 7 | -7 | -8
Cc1ccc(S(=O)(=O)N2CCN(C(=O)CCn3nc(C)c(C)c3C)CC2)cc1 | 17 | -3 | 0 | 0.7 | -2 | 0.0 | 5 | 2 | 0 | 7 | 5
Cc1ccc(O)c(CCc2ccc(O)cc2)n1 | -2 | -1 | -6 | -0.3 | 4 | -0.4 | -15 | 2 | 10 | 9 | 13
CC(=O)c1ccc(NC(=O)COC(=O)CC2CC3CCC2C3)cc1 (centres undefined) | 3 | -3 | 0 | -0.5 | -9 | 0.4 | 10 | · | -1 | -3 | -4
CN(C)S(=O)(=O)c1ccc(Cl)c(C(=O)NC2CCN(Cc3ccccc3)C2)c1 (centres undefined) | 18 | 8 | 1 | 0.5 | 24 | -0.1 | 13 | 7 | 22 | -15 | 3
Cc1c(NC(=O)c2cc(-c3ccc4c(c3)OCO4)on2)c(=O)n(-c2ccccc2)n1C | 7 | 6 | -6 | 15 | 5 | -0.2 | -10 | 2 | 15 | -13 | -7
Nc1nc(C(F)(F)F)cc(=O)[nH]1 | 13 | -8 | 12 | -0.6 | 0 | 0.1 | -5 | 2 | -7 | -9 | -1
CC(C)CCn1c(O)c(N=Nc2ccccn2)c2ccccc21 | -5 | 9 | -20 | -0.1 | -3 | -0.4 | -4 | -1 | 8 | -10 | 3
COCC(=O)N(C)C1(c2nnnn2CCOC(=O)Nc2cccc3ccccc23)CCCC1 | 9 | 10 | 2 | 4.6 | 0 | 0.1 | -5 | 4 | 27 | 2 | 6
C/C(=N\NC(=O)OC(C)(C)C)c1ccccc1Br | -171 | 1 | 11 | 0.4 | -19 | 0.0 | -58 | -1 | -88 | -41 | -6
COc1ccc(CNC(=O)CCSCc2ccccc2C)cc1 | 16 | 14 | 8 | -0.4 | -2 | -0.1 | 13 | 4 | -3 | -3 | 14
Cc1ccc(-c2nn(-c3ccccc3)cc2C2CC(c3cccs3)=NN2C(=O)CCCC(=O)O)cc1 (centres undefined) | 8 | 14 | 17 | 1.6 | 20 | -0.2 | -1 | -1 | 16 | 15 | 4
COc1ccc(N2CCN(C(=O)CN(C)S(=O)(=O)c3ccc4c(c3)c(=O)n(C)c(=O)n4C)CC2)cc1 | 13 | 3 | -10 | 0.1 | -2 | -0.1 | -7 | 2 | 20 | 7 | 2
Cc1ccc(S(=O)(=O)N2CCCCC2c2cccnc2)c(C)c1C (centres undefined) | 21 | -10 | 18 | -0.3 | -12 | 0.1 | -15 | 4 | 35 | -5 | 8
COc1ccc(Nc2cc(C)c3ccccc3n2)cc1 | -333 | 24 | -15 | -0.3 | -50 | -0.2 | -100 | 1 | -276 | -102 | -62
CCCC(=O)N1CCCC1(C)C(=O)Nc1ccc(-n2cccc2)cc1 (centres undefined) | 12 | -2 | 11 | -0.5 | 12 | 0.3 | 10 | · | -4 | 11 | ·
CCOC(=O)C1=C(COC(=O)CNS(=O)(=O)c2ccc(C)cc2)NC(=O)NC1C (centres undefined) | 6 | -2 | 2 | -0.4 | -3 | 0.1 | -4 | 0 | 1 | 3 | -3
CC(C)NC(=O)Cn1c(SCC(=O)N2CCCCCC2)nc2ccccc21 | -3 | -7 | 4 | 8.2 | -12 | -0.1 | -6 | 3 | -2 | 4 | 13
COc1ccc(C=NNc2ccc([N+](=O)[O-])cn2)cc1 | -266 | -1 | -20 | 1.8 | -7 | 0.1 | -119 | · | -246 | -92 | -57
COc1ccc(S(=O)(=O)NCC(c2ccco2)N2CCOCC2)cc1 (centres undefined) | 5 | 8 | -16 | -0.4 | -6 | 0.1 | -15 | -1 | -2 | 8 | 0
Cc1ccc(N/N=C(\C#N)C(N)=S)c(C)c1 | -69 | 4 | 25 | -1.4 | -6 | -0.7 | -47 | 0 | -51 | -8 | -7
Cc1ccc2cc(S(=O)(=O)NCCCC(=O)O)ccc2c1 | 7 | -2 | -16 | 1.2 | -20 | 0.1 | 7 | 5 | 13 | 10 | -6
Cc1ccc(OCCC(=O)OCC(=O)NC2CCCC(C)C2C)cc1 (centres undefined) | 2 | 2 | 10 | 0.1 | 5 | 0.0 | 17 | · | 9 | 1 | ·
CCSc1nnc(NC(=O)C2(C)Cc3ccccc3C(=O)O2)s1 (centres undefined) | 3 | -1 | 0 | -1.4 | -7 | 0.3 | -7 | 0 | 20 | -9 | -3
Cc1ccc(NC(=O)CCc2ccccc2)cc1C | -212 | -8 | 21 | -0.5 | -12 | -0.1 | -29 | · | -177 | -93 | ·
O=C(COC(=O)C12CC3CC(CC(O)(C3)C1)C2)NC12CC3CC(CC(C3)C1)C2 | 6 | -6 | 17 | 4.1 | -13 | 0.1 | 11 | 1 | 10 | 6 | -9
CCOC(=O)c1sc2nc(CSc3nc4ccccc4n3CC)[nH]c(=O)c2c1C | 12 | 9 | 4 | 0.8 | -16 | -0.1 | -12 | -1 | 2 | -4 | -4
COc1ccc(CCC(=O)N/N=C(\C)c2ccc3c(c2)OCO3)cc1 | 5 | 14 | -29 | 0.6 | -18 | 0.5 | -22 | 1 | 1 | 8 | 9
Cc1cc(C)nc(OC(C(=O)O)C(OCCc2ccccc2)(c2ccc(F)cc2)c2ccc(F)cc2)n1 (centres undefined) | 16 | 7 | 23 | 0.4 | 38 | -0.1 | 29 | 0 | 21 | 13 | 8
COC(CNS(=O)(=O)c1cccc2nonc12)OC | 15 | -12 | 8 | -3.0 | -38 | -0.1 | -13 | -4 | 1 | -9 | -11
CCN(CC(=O)NCc1cccs1)C(=O)c1ccc(N(C)S(=O)(=O)c2ccc(C)cc2)cc1 | 12 | 7 | -21 | 1.0 | 6 | -0.1 | 8 | · | 25 | 11 | 8
CCCCN(CCCNC(=O)C1CCN(C(=O)c2cc3sccc3n2C)CC1)Cc1ccccc1 | 1 | 4 | -2 | 0.0 | -4 | 0.9 | 12 | 1 | 27 | 37 | -9
Cc1cc(C)cc(C(=O)NCC(=O)N(C)CCOc2ccccc2)c1 | 15 | -9 | 6 | 0.8 | -15 | 0.1 | -5 | -1 | 8 | 8 | 6
O=c1c(-c2ccc(Cl)cc2)[n+]([O-])c2ccccc2n1OCc1nc2ccccc2[nH]1 | -92 | 6 | 5 | 0.1 | -8 | -0.1 | -14 | 1 | -48 | -47 | -30
O=C(CCSCc1ccccc1Cl)NC1CCCCC1 | -98 | 7 | -15 | -0.6 | -16 | -0.1 | -53 | -1 | -81 | -10 | -25
C[C@H](CO)N1C[C@H](C)[C@H](CN(C)C(=O)NC2CCCCC2)Oc2ncc(Br)cc2C1=O | 2 | 11 | -24 | -0.7 | 1 | -0.3 | -9 | · | 4 | -10 | ·
O=[N+]([O-])c1ccc(Cl)c2cccnc12 | -4 | 11 | 1 | 2.7 | -14 | 0.0 | -3 | 2 | -18 | 5 | 12
Cc1cccc(NS(=O)(=O)c2cccc3cccnc23)n1 | 20 | -5 | 11 | 1.5 | -19 | 0.0 | 10 | 2 | 11 | -14 | 19
